Source: PubChem BioAssay (several laboratories)
HSP90 refold inh = HSP90 refolding inhibition in rabbit reticulocyte lysate; luciferase refolding luminescence, 3 h; inhibition, % at 5.6 µM; hit rate 0.91% among 290,000;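 active = inhibition above the screen-wide mean plus 3 SD, computed separately per campaign, cut at about 16% in these data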;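 note: 0% = DMSO wells and 100% = 60 µM geldanamycin wells; inhibitors lower the luminescence because luciferase stays unfolded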
Platelet DG rel = platelet dense granule release activity; human platelet-rich plasma, SFLLRN dense granule ATP release, luminescence; hit rate 0.22% among 300,000; inhibition, %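 (compounds screened at 7.5 µM in platelet-rich plasma)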;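 active = mean replicate score, as percent of positive control, at or above 50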
KLF5 inh = suppresses KLF5 promoter-driven expression. inhibition, % at 5 µM. hit rate 0.23% among 290,000. DLD-1 KLF5 promoter-luciferase reporter, luminescence;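 active = inhibition above a per-plate limit of that plate's mean compound inhibition plus 3 SD, cut at about 60% in these data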;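 note: 0% = DMSO wells and 100% = LY294002 at 200 µM; higher means less KLF5 promoter-driven luciferase light; inactives centre near -14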
HIF act = HIF pathway transcriptional activation; activation, % at 7.5 µM (by protocol); U2OS HRE-luciferase reporter, luminescence; normalized: DMSO 0%, desferrioxamine 100%; AID 1910; hit rate 0.32% among 300,000;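 active = mean activation of at least 10% of the iron chelator positive control signal, with at least half of replicates also reaching 10%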
aSyn UTR inh = 5' untranslated region of α-synuclein, MLPCN primary screen | AID 1813 | inhibition, % (tested at 7.5 µM) | hit rate 0.82% among 300,000 | alpha-synuclein 5'UTR reporter, inhibitor activity; in the data active = inhibition above about 60%;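 note: H4 neuroglioblastoma cells stably carrying SNCA 5'UTR luciferase fusion; 0% = DMSO wells and 100% = positive control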
SKKanGAS inh = blocks kanamycin growth of S. pyogenes SKKanGAS strain | BacTiter-Glo, 6 h | AID 1662 | hit rate 1.3% among 300,000 | inhibition, % at 7.5 µM;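 active = mean replicate score, as percent of positive control median, at least 50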;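 note: strain carries kanamycin resistance gene driven by streptokinase promoter and grows in 40 µg/ml kanamycin; loss of luminescence reflects streptokinase promoter inhibition or plain growth inhibition; 0% = median of DMSO wells and 100% = positive control at its reference dose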
HSF-1 act = increases HSF-1 driven luciferase reporter signal; NIH3T3-HGL HSF-1 luciferase reporter, MG132, 8 h; 100% = twice DMSO control signal; activation, % at 9 µM; hit rate 1.7% among 300,000;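 active = mean replicate activation of at least 50% with a set share of replicates each reaching 50%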;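 note: 0% = median of the neutral control wells and 100% = twice that signal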
HSF1 inh = HSF1 inhibition; NIH3T3-HGL HSE-luciferase, MG132-induced, luminescence 8 h; hits give low values; activity change, negative = inhibition, % at 7.5 µM (by protocol); hit rate 0.77% among 300,000;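 active = more than half of replicate wells show activity change below -50%, luminescence cut by over half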;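 note: luciferase reports HSF-1 transcriptional activity via heat shock element; 0% = median of DMSO wells and -100% = zero luminescence signal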
IEC-6 cytotox = IEC-6 cytotoxicity, counter-screen for KLF5 inhibitors; AID 1825; inhibition, % at 5 µM; luminescence viability; hit rate 0.78% among 290,000; in the data active = inhibition above about 22%;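 note: 0% = plate median of test compound wells and 100% = cytotoxic reference compound wells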
AI-2 QS modul = modulators of Vibrio harveyi AI-2 quorum sensing system | activity change, % at 7.5 µM | hit rate 0.4% among 300,000 | Vibrio harveyi JMH597 AI-2 luminescence/OD600 ratio, 9 h; hits give low values; strain lacks LuxN and CqsS sensors; 0 = neutral-control median | AID 2094; in the data active = activity change below about -75%, passing the limit was not always enough;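 note: luminescence divided by OD600 gain over 9 h not by final OD600 alone; inactives centre near 13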
The depositor's hits bear a star; x = not tested or not shown; & = joins results of further samples.

#	compound	HSP90 refold inh	Platelet DG rel	KLF5 inh	HIF act	aSyn UTR inh	SKKanGAS inh	HSF-1 act	HSF1 inh	IEC-6 cytotox	AI-2 QS modul
1	O=C(CSC1=NCCS1)c1ccc(Cl)cc1	4	1	-2	1.1	-13	2	48	31	-2	15
2	CCCCNC(=O)Nc1nc(SCC(=O)OCC)n[nH]1	-4	-4	6	0.0	-27	-4	-7	0	2	16
3	COc1cc(/C=N/NC(=O)c2ccncc2)ccc1O	-4&-1	-5&-1	-38&-26	-0.1&-0.5	3&-10	13&-4	-3&-5	-4&2	8&-2	19&11
4	O=C(CSc1nc2ccccc2n1S(=O)(=O)c1cccc([N+](=O)[O-])c1)NCc1cccs1	-3	8	-33	-0.4	-5	-2	-3	3	4	0
5	Cc1nnc(C)n1/N=C/c1ccccc1	1	-2	7	0.7	1	10	3	-3	2	39
6	O=c1cc(-c2ccccc2)[nH][nH]1	40*	3	-21	0.0	-17	18	25	4	4	4
7	COc1cccc(CN2CCNC(=O)C2CC(=O)NC2CCCCC2)c1OC (centres undefined)	0	4	-9	0.2	-7	-7	-22	-3	-7	8
8	COc1ccccc1CNC(=O)C(c1ccccc1)c1ccccc1	-4	2	-15	-1.7	-1	10	7	6	1	-4
9	O=C(COc1cccnc1[N+](=O)[O-])Nc1ccc(N2CCOCC2)cc1	-1	1	-9	-0.4	5	13	9	-9	-4	4
10	O=C(CN1CCSC1=NCc1ccccc1)c1ccccc1	-2	9	-29	-0.2	-7	21	45	12	-6	20
11	Cc1csc(=O)n1CCC(=O)OCC(=O)Nc1cc([N+](=O)[O-])ccc1Cl	x	-1	x	-0.4	5	0	-3	3	x	1
12	Cc1ccccc1C(=O)N(Cc1nc2ccccc2c(=O)[nH]1)C1CCCC1	0	1	-44	-0.3	-10	5	12	5	2	-8
13	O=c1c2ccccc2nc(SCc2ccccc2)n1Cc1ccco1	-2	-10	4	-0.4	36	36	-6	8	-2	14
14	Cc1cc(-n2nc(C)cc2C)nc(NS(=O)(=O)c2ccccc2Cl)n1	1	2	-40	-0.5	17	-3	1	2	2	11
15	CC(=O)Nc1ccc(S(=O)(=O)Oc2ccc(/C=N/N=C3/NC(=O)C(CC(=O)O)S3)cc2)cc1 (centres undefined)	-1	-4	0	0.1	-5	2	-19	-3	2	21
16	Cc1ncc(CN2CCN(C(C)C)C(CCO)C2)s1 (centres undefined)	-1	2	9	-0.2	-16	-5	-6	0	-1	4
17	CSc1nc(C)cc(SCC(=O)N/N=C/c2ccccc2)n1	-8	-3	3	0.0	7	-17	24	-4	-10	16
18	CCCC[C@@H]1CCCO[C@@](C(=O)NCc2ccccn2)(C(F)(F)F)C1	x	-3	x	-0.7	6	7	-5	0	x	-6
19	CN1CCC(=O)N([C@H](CSc2ccc(Br)cc2)Cc2ccccc2)CC1	x	-11	x	-15	11	6	28	9	x	24
20	NC(=O)CC(NC(=O)Cc1ccc(Br)cc1)c1ccc(NCc2cc(F)ccc2F)c([N+](=O)[O-])c1 (centres undefined)	x	-3	x	-0.4	8	0	45	31	x	12
21	COc1ccc(-c2cc(C)no2)cc1S(=O)(=O)Nc1cccc(C)c1	-8	-7	-9	-0.8	9	4	21	12	-2	20
22	Cc1cc(=O)[nH]c(N/N=C/c2cccc(Br)c2)n1	0	0	-41	1.4	-24	-2	8	7	2	6
23	Cn1ncc2c(NNC(=O)C3CCCCC3)ncnc21	-1	0	-23	-0.4	10	1	-2	0	3	-5
24	COc1ccc(CNC(=O)c2c(N)n(CCCN3CCOCC3)c3nc4ccccc4nc23)cc1	0	1	-19	1.6	-21	14	7	-4	5	10
25	CCOC(=O)c1cc(S(=O)(=O)N2CC(C)CC(C)C2)cn1C (centres undefined)	-2	16	-28	-0.3	24	-3	-7	-5	-6	21
26	O=C(c1ccc(F)cc1)C1CCN(C(=O)N2CCOCC2)CC1	0	9	-5	-0.3	7	-1	-4	-8	3	18
27	CCc1c(C)c(C#N)c2nc3ccccc3n2c1NC	3	3	-23	1.9	19	10	-4	-9	8	15
28	COc1ccc(-n2c(=S)[nH]c3c(sc(=S)n3-c3ccccc3)c2=O)c(OC)c1	0	3	-5	0.1	-15	-2	-12	-2	0	8
29	COc1cccc(NC(=O)c2cc(-c3ccco3)nc3ccccc23)c1	x	-1	x	-0.3	5	0	35	10	x	17
30	Cc1ccccc1C(=O)Nc1ccccc1NC(=O)c1ccccc1Br	-3	-1	-12	-0.3	3	-4	-6	1	0	24
31	CC1CC(C)(C)NC(=S)N1CCCC(=O)Nc1ccc(F)cc1 (centres undefined)	-6	3	-38	-0.5	4	3	-12	1	-5	x
32	Cc1cc(C)nc(N(C#N)Cc2ccccc2)n1	-3	-1	-4	-2.9	-3	5	10	2	4	26
33	COCCOC(=O)C1=C(C)N=C2SCCC(=O)N2C1/C=C/c1ccccc1 (centres undefined)	-3	x	4	0.7	3	-1	7	11	-4	15
34	CC(C)CN(C(=O)COC(=O)c1ccc(-c2ccccc2)cc1)C1CCS(=O)(=O)C1 (centres undefined)	-3	5	-31	-0.6	-5	-3	-9	1	-7	4
35	O=C1CSC(c2ccccn2)N1c1ccc(C(F)(F)F)cc1 (centres undefined)	-4	-10	-31	-0.5	-17	0	7	1	-4	18
36	Cc1ccc(S(=O)(=O)N(c2cccc(C(F)(F)F)c2)C2C=CS(=O)(=O)C2)cc1 (centres undefined)	-2	0	4	-0.5	16	-4	-1	3	-2	-9
37	COc1ccc(/C(N)=N/OC(=O)Cc2ccccc2)cc1	-7	-4	-23	2.1	-125	11	42	13	2	-88*
38	CC(=O)Nc1ccccc1OC(C)C(=O)N1CCC(C)CC1 (centres undefined)	-1	-8	-13	-0.5	-21	-1	5	-1	-8	-1
39	CCOc1cc(S(=O)(=O)NCCCN2CCOCC2)ccc1F	-3	-9	-49	0.0	-3	5	3	3	-3	13
40	Cc1nnc(NC(=O)CSc2nnc(Cc3ccccc3)n2Cc2ccccc2)s1	3	10	9	-0.1	14	6	x	x	2	11
41	Fc1ccc(OCCOCCN2CCCC2)cc1	x	1	x	-1.4	3	-8	7	4	x	15
42	CCCCSc1nc2c(cnn2-c2ccc(Cl)cc2)c(=O)[nH]1	1	2	-8	0.1	29	4	-15	2	-1	4
43	Nc1ccc(-c2cc3ccccc3oc2=O)cc1	2	1	37	-1.8	106*	-3	-31	-18	3	4
44	COc1ccccc1C(=O)N/C(=C/c1ccc2c(c1)OCO2)C(=O)Nc1cccc(C(=O)O)c1	2	-15	-25	-0.1	3	4	30	-3	4	0
45	COCCCNC(=O)CSc1nc2c(sc3ccccc32)c(=O)n1CCCC(=O)NCC1CCCO1 (centres undefined)	2	-7	-18	0.3	-8	-7	2	5	3	7
46	c1ccc(-c2nnc(CN3CCCc4ccccc43)o2)cc1	1	4	-22	0.9	-20	-8	21	0	3	21
47	CCOC(=O)c1oc2cc(O)cc(O)c2c(=O)c1OCc1ccccc1	x	-3	x	-0.1	-1	2	6	8	x	-5
48	COc1ccccc1NS(=O)(=O)c1cc(NC(=O)c2ccncc2)ccc1N1CCCC1	-1	-8	-15	-0.7	-21	4	5	-6	-14	8
49	CCOc1ccc(-c2noc(CCC(=O)NC3CCCCC3)n2)cc1OC	-1	-2	4	2.2	0	-4	-11	1	-2	28
50	CCCCc1ccc(NC(=O)C(C)CC)cc1 (centres undefined)	-3	-2	-22	0.3	-15	9	33	12	6	13
51	CCC(C)(C)NC(=O)C(c1ccc(F)cc1)N(Cc1cccc(OC)c1)C(=O)c1cnccn1 (centres undefined)	1	3	-18	-0.3	-14	-1	32	1	3	10
52	COc1ccc(CC(=O)NCc2n[nH]c(=S)n2-c2ccccc2)cc1	-3	2	-23	-0.7	-3	-7	-6	-5	-1	24
53	CCN(c1ccccc1)c1nc2nonc2nc1NCCO	0	8	-14	0.4	-4	-4	-15	1	-1	-3
54	Cc1onc(-c2ccccc2)c1C(=O)Nc1ccon1	1	3	-10	-0.2	19	6	4	2	3	21
55	COc1ccc2c(CN(C)c3ccccc3)cc(=O)oc2c1	2	4	14	0.4	0	-1	8	0	-3	19
56	CCOC(=O)C1CCCN(C(=O)c2cc(COc3ccc(C)nc3)on2)C1 (centres undefined)	-6	-8	-52	2.7	-86	-15	31	8	-5	30

Remaining list, next part
#	compound	HSP90 refold inh	Platelet DG rel	KLF5 inh	HIF act	aSyn UTR inh	SKKanGAS inh	HSF-1 act	HSF1 inh	IEC-6 cytotox	AI-2 QS modul
57	O=C(Nc1cccc(S(=O)(=O)N2CCCC2)c1)c1ccncc1	-4	3	-14	-0.3	4	1	25	-4	0	28
58	CCCN1CCC(NC(=O)Nc2ccc(F)cc2F)CC1	1	2	3	0.3	24	-1	-28	-10	1	12
59	COc1ccc(Cc2nnc(N/N=C/c3ccc(O)cc3O)[nH]c2=O)cc1OC	2	-6	-7	-0.1	8	-2	5	0	-8	-6
60	COc1cc(N=Nc2c(O)c3ccccc3[nH]c2=O)c(OC)cc1N=Nc1ccccc1	11	2	-5	0.0	34	1	1	-1	1	17
61	c1coc(CN(Cc2cccs2)Cc2nnnn2C2CCCCC2)c1	-3	-2	-20	-0.9	3	6	17	10	-2	42
62	O=C(OC1CCCCC1=O)c1cc(S(=O)(=O)N2CCOCC2)ccc1F (centres undefined)	-5	-11	-22	0.7	9	-2	-12	2	0	9
63	Cc1ccc(C(C(=O)NCCc2ccccc2)N(C(=O)c2csnn2)C2CC2)cc1 (centres undefined)	2	-4	-24	-0.1	0	-2	7	-6	-5	15
64	Cc1cc(C)nc(NS(=O)(=O)c2ccc(NC(=O)Cc3ccc(F)cc3)cc2)n1	0	3	-14	-1.8	9	8	-2	-6	2	7
65	O=C(NCCc1ccccc1)C(=O)NCc1ccncc1	2	-2	-30	-0.1	4	-1	22	-4	-3	3
66	O=C1C=C(N(CCO)Cc2ccccc2)c2ccccc2C1=O	1	2	-42	-5.3	19	19	-4	-9	-1	40
67	C/C(=C\c1ccc(N)cc1)c1nc2ccccc2[nH]1	0	0	-78	2.0	-172	7	32	21	7	7
68	C/[N+]([O-])=C\c1ccc([N+](=O)[O-])o1	3	2	0	-0.2	-17	1	-2	-11	-5	18
69	COc1ccc(CCC(=O)NCc2ccc3c(c2)OCO3)cc1	-3	3	-16	0.1	6	-11	-15	-11	0	10
70	O=C(NC(=O)c1cccc(OC(F)(F)C(F)F)c1)OC1CCS(=O)(=O)C1 (centres undefined)	-1	-7	4	0.4	31	-3	-3	-1	2	27
71	Cc1ccc(Nc2nc(-c3ccccc3)c(CC(=O)O)s2)cc1	-2	0	-118	1.9	-155	-1	63*	36	5	15
72	CC(Nc1nc(N2CCCC2)nc2ccccc12)c1ccccc1 (centres undefined)	1	x	-21	-0.5	1	5	12	-2	7	22
73	Cn1nc(C(F)(F)F)c2cc(C(=O)N3CCOCC3)sc21	-4	-1	-15	-0.3	-14	3	-15	-5	-3	4
74	O=C(c1cnccn1)N1CCN(c2ccccc2F)CC1	-1	4	0	x	12	8	-6	7	6	4
75	CC(C)(C)c1ccc(OCCn2nc(C(=O)O)c3ccccc3c2=O)cc1	3	3	-11	-0.1	-3	-5	9	4	-1	-39
76	COc1ccc2oc(C(=O)NCC(c3ccco3)N(C)C)c(C)c2c1 (centres undefined)	x	3	x	1.8	-53	-1	19	0	x	21
